Compound activity (PubChem)
CCT chaperon mod: modulators of cytosolic chaperonin (CCT/TRiC) activity. purified chaperonin ATPase assay, HTRF ADP detection, 30 min. activity change, % (no concentration beside the values), hits read low. actives 0.3% (n = 360,000). AID 651819; in the data active = activity change below about -30%; also: % is scaled to controls: 0 for no effect and ±100 for the full control effect
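Nucleotide hydrolysis assay: TRiC at 20–40 nM final (set by batch activity) with 10 uM ATP, 30 min at 37 °C, in presence of 76 uM compound. Detection by competitive ADP HTRF, 30 min ambient.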
PLK1 PBD block: PLK1 (human) polo-box domain binding inhibition; Plk1 PBD binding of FITC phosphopeptide, fluorescence polarization; P53350; actives 2.8% (n = 360,000); Potency, µM, inactives show max response, negative = inhibition, usual class: inhibitors; also: potency is read from the fitted curve at half-maximal effect; series mostly up to about 57 µM; % is scaled to controls: 0 for no effect and ±100 for the full control effect; nearly all actives have a fitted effect of over 65% in size
Target sequence (P53350 whole entry, looked up, the tested form may be a part): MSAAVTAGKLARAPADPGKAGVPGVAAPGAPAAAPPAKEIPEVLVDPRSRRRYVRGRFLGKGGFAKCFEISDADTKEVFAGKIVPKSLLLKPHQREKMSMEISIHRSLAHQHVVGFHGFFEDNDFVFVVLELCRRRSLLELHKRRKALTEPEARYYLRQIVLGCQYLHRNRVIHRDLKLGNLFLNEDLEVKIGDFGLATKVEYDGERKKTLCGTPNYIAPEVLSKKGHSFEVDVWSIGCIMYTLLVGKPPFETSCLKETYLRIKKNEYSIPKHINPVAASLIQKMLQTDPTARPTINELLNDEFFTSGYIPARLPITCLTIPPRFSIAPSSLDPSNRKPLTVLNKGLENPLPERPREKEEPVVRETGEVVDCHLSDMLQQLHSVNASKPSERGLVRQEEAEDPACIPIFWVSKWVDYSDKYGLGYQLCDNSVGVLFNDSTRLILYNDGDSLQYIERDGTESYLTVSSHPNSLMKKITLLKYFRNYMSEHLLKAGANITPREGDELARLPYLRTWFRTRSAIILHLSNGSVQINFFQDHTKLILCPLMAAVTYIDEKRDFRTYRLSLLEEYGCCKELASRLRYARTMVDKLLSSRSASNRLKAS
PI5P4Ka inh: blocks human PI5P4K alpha kinase activity; PI5P4Kalpha enzyme, ADP-Glo luminescence, 60 min; active compounds read low; max response, %; actives 1.2% (n = 330,000); P48426; active = max response of -50% or lower; inconclusive = between -30% and -50%; inactive = -30% or higher; also: value at the top dose of about 77 µM; % is scaled to controls: 0 for no effect and ±100 for the full control effect
Target sequence (P48426 whole entry, looked up): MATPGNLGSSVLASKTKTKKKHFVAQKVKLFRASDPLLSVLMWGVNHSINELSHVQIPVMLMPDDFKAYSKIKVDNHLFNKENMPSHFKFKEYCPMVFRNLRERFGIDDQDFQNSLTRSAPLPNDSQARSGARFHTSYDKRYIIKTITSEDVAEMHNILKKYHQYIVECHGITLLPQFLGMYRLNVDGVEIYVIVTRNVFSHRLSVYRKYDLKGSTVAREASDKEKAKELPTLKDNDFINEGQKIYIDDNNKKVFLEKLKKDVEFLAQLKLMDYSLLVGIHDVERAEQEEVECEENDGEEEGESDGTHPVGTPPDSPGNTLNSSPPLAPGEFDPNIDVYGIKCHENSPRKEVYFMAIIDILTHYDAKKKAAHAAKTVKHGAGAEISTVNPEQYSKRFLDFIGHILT
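qHTS, 1536-well: enzyme/substrate mix, compound by pin tool, 5 microM ATP final; RT 60 min; ADP-Glo reagents 1 (45 min) then 2 (30 min); luminescence.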
EPAC1 ag: activates human EPAC1 exchange factor. Potency, µM (titrated, usually from 154 µM), without a hit: at the top dose activation, actives largely listed as activators. O95398. EPAC1 agonist qHTS, biochemical assay; response scale: 100% = response to 6.5 mM cAMP. actives 0.073% (n = 360,000); also: potency is read from the fitted curve at half-maximal effect; nearly all actives have a fitted effect of over 60% in size
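Nucleotide exchange by EPAC1 (100 nM) on Rap1B–BODIPY-GDP (250 nM) in the presence of 50 uM GDP is tracked fluorescently at 480/540 nm over 30 min. Signals are normalized to a 6.5 mM cAMP control.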
EPAC1 antag: blocks human EPAC1 exchange factor | O95398 | EPAC1 GEF assay, Rap1b-BODIPY-GDP exchange fluorescence | Potency, µM (titrated, usually from 115 µM), without a hit: top-dose activity change, negative = inhibition, actives largely listed as inhibitors | actives 0.14% (n = 360,000) | AID 720709;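 also: potency is read from the fitted curve at half-maximal effect; plate controls were vehicle for no effect and positive control for full effect; nearly all actives have a fitted effect of over 50% in size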
EPAC2 antag: blocks human EPAC2 exchange factor | Q8WZA2 | Potency, µM (titrated, usually from 114 µM), for the others: at the top dose activity, negative = inhibition, most hits filed as inhibitors | actives 0.18% (n = 360,000) | AID 720708 | EPAC2 GEF exchange of Rap1B-BODIPY-GDP, fluorescence; also: potency is read from the fitted curve at half-maximal effect; % is scaled to controls: 0 for no effect and ±100 for the full control effect; nearly all actives have a fitted effect of over 45% in size; many of its hits are not listed in these tables
WRN inhibitor: blocks human WRN helicase. AID 651768. Q14191. Potency, µM (series often up to 114 µM), for inactives: at the top dose activity change, negative = inhibition, hits mostly inhibitors. WRN helicase unwinding, fluorescent forked duplex, kinetic. actives 0.46% (n = 360,000); also: potency is read from the fitted curve at half-maximal effect; % is scaled to controls: 0 for no effect and ±100 for the full control effect; nearly all actives have a fitted effect of over 55% in size
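WRN at 20 nM final was preincubated with compound for 15 min at room temperature; reaction started with 100 nM forked duplex oligonucleotide carrying fluorophore and quencher plus 2 mM ATP (final). Unwinding followed kinetically by red fluorescence (ex 525/em 598 nm).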
MmCpn inh: inhibitors of Methanococcus maripaludis chaperonin (MmCpn) | actives 0.031% (n = 330,000) | purified Mm-Cpn ATPase, ADP Transcreener TR-FRET | Potency, µM (top dose mostly 76.9 µM), for inactives: at the top dose activity, negative = inhibition, actives largely listed as inhibitors; also: potency is read from the fitted curve at half-maximal effect; % is scaled to controls: 0 for no effect and ±100 for the full control effect; nearly all actives have a fitted effect of over 80% in size
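Measured: ADP formation by purified Mm-CPN. Conditions: 25 nM protein, 10 uM ATP, Tris pH 7.4 with Mg2+, K+ and DTT, 37°C for 30 min. Detection: Transcreener HTRF after 30 min at room temperature.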
An asterisk follows results filed as active; ? = inconclusive; nt = no result given; [ ] = remark or other dose. Unless noted, calls follow the shape of the dose curve; as a rule, active = well fitted curve in the direction sought with a large enough effect; inconclusive = small, poorly fitted or top-dose-only effect, or another doubt; inactive = no such curve, though single readings can be large; an effect the other way counts as inactive or inconclusive.

Below each SMILES – CCT chaperon mod | PLK1 PBD block | PI5P4Ka inh | EPAC1 ag | EPAC1 antag | EPAC2 antag | WRN inhibitor | MmCpn inh
- COc1ccc2oc(=O)cc(C)c2c1
→ -3.5 | -2% | 6 | 6% | 7% | 1% | -3% | 0%
- O=C(c1ccc(Cl)nc1)c1cccs1
→ 1.0 | 4% | -8 | -3% | 12% | 3% | -24% | -2%
- CCOc1cc(C2NC(=O)NC(C)=C2C(=O)NCc2ccccc2)c(Cl)cc1O (stereo not given)
→ -1.2 | -1% | nt | 1% | 2% | 1% | 0% | 0%
- O=[N+]([O-])c1ccc(NC(=S)N2CCN(c3ccccn3)CC2)cc1
→ -3.5 | -18% | 3 | 2% | -17% | -2% | 1% | 1%
- C=CCn1c(O)c(N=NC(=O)CNC(=O)Cc2ccccc2)c2ccccc21
→ 0.1 | -2% | 0 | -9% | 1% | 1% | 7% | 0%
- Cc1cc(C)n(-c2ccc(C(=O)OCC(=O)c3c(N)n(C)c(=O)n(C)c3=O)cc2)n1
→ -1.8 | -17% | 0 | 1% | -22% | 1% | -5% | -2%
- COc1nc2c(s1)C(=O)NCCC2
→ -0.9 | 2% | 0 | 1% | -1% | 7% | -6% | 0%
- CCOC(=O)CSc1ncc(-c2ccc([N+](=O)[O-])cc2)[nH]1
→ -2.4 | -13% | -8 | 2% | -12% | -8% | -5% | -1%
- Cn1c(=O)c2c(nc(SCC(=O)NCc3ccc4c(c3)OCO4)n2Cc2ccc(F)cc2)n(C)c1=O
→ 1.0 | -9% | -5 | 1% | -21% | -1% | 4% | 1%
- CC(C)COC(=O)N1CCCCC1c1cc(C(=O)NCc2ccc(F)cc2)no1 (stereo not given)
→ 1.0 | -1% | -6 | 0% | 1% | ? | -4% | nt
- COc1ccc(CCNC(=O)C(=O)N2CCCCC2)cc1OC
→ 1.0 | -3% | -6 | -5% | -1% | 4% | 8%[57.1 µM] | -4%
- CCN(C(=O)COC(=O)c1ccc(N2C(=O)c3ccccc3C2=O)cc1)C1CCS(=O)(=O)C1 (stereo not given)
→ 0.8 | 9% | 5 | -1% | 2% | -29% | 4% | 2%
- CCCCn1c(N)c(N(CCOC)C(=O)c2ccc(N(C)S(=O)(=O)c3ccc(C)cc3)cc2)c(=O)[nH]c1=O
→ 0.7 | -1% | 0 | 12% | -22% | 3% | 5% | 0%
- CC(C)C(=O)NC(NC(=S)Nc1cccc2cccnc12)C(Cl)(Cl)Cl (stereo not given)
→ -0.2 | -6% | nt | 6% | -3% | -5% | 0% | 1%
- COc1cc(C(=O)N2C[C@H]3CON(C)[C@H]3C[C@H]2c2ccc(N3CCCCC3)cc2)cc(OC)c1OC
→ 0.4 | -2% | 3 | 1% | 7% | 16% | -3% | nt
- COc1ccc(NC(=O)CN2CCC(C(N)=O)(N3CCCCC3)CC2)cc1
→ -2.0 | -11% | nt | 0% | 5% | -3% | -1% | 0%
- COc1ccc(CC(=O)N2CCN(c3cccc(Cl)c3)CC2)cc1OC
→ 0.5 | -4% | 6 | 2% | 7% | -8% | 5% | 2%
- O=C(COC(=O)C1CC1)NCc1ccccc1Cl
→ -0.8 | -18% | -3 | 6% | 9% | 0% | 0% | 2%
- OC(c1cc(-c2cccc(Cl)c2)nc2ccccc12)C1CCCCN1 (stereo not given)
→ -6.4 | -7% | 6 | 17% | -12% | 0% | 20% | nt
- CC(C)CNS(=O)(=O)c1ccc(CCC(=O)N2CCOCC2)cc1
→ -0.6 | -5% | -4 | -6% | -4% | 7% | 7%[57.1 µM] | 0%
- CCC(C#CCN1CCCCC1)(CC)OCCC#N
→ 1.6 | -7% | 2 | 1% | 1% | 16% | 3% | ?
- COc1ccc(-c2nn(-c3ccccc3C)cc2CNC(C)c2cn(C)nc2C)cc1F (stereo not given)
→ 0.6 | -16% | 4 | 8% | -11% | -12% | -3% | 0%
- O=C(NCCN1CCOCC1)c1ccc(CSc2nc3ccncc3n2Cc2ccc(F)cc2)cc1
→ 0.8 | -6% | 0 | -8% | -26% | -2% | 10% | -3%
- COc1cc2c(c(OC)c1OC)-c1c(cc3c(c1OC)OCO3)C1OC2[C@@H](C)[C@H]1C (stereo not given in full)
→ 1.2 | 4% | -3 | 2% | 1% | 7% | 8% | -1%
- Cc1ccccc1-c1nc(CN2CCC(C(=O)N3CCN(c4ccccn4)CC3)CC2)c(C)o1
→ 0.0 | -12% | -6 | -5% | -20% | -10% | -4% | -1%
- O=C(CSC1CCCCC1)N1CCN(c2ccccc2)CC1
→ -0.6 | -4% | -1 | 5% | 0% | -8% | -6% | 1%
- COc1cccc(C2C=C(Nc3ccccc3)C(=O)N2c2ccccc2)c1 (stereo not given)
→ -2.3 | -10% | 2 | 12% | -31% | -5% | -28%[57.1 µM] | -5%
- Cc1cccc(N(CC(=O)NCc2ccc(F)cc2)C(=O)c2ccco2)c1
→ -1.4 | -5% | 1 | 4% | -22% | 15% | -1%[57.1 µM] | 1%
- C[C@H](CO)N1C[C@H](C)[C@H](CN(C)S(=O)(=O)c2ccc3c(c2)OCCCO3)OCc2cnnn2CCCC1=O
→ -2.8 | ? | -1 | -16% | -11% | 0% | 5% | nt
- CCOc1ccccc1Nc1nnc(SCC(=O)NC2CC2)s1
→ 0.0 | 0% | 0 | -4% | 3% | 10% | 2% | 0%
- O=C(N/N=C\c1cc2c(cc1Cl)OCO2)c1cccnc1
→ -2.1 | -1% | -4 | 2% | -1% | 3% | 4% | -2%
- COc1cccc(CN(C)C(=O)c2ccccc2Sc2ccccc2C#N)c1OC
→ -1.0 | ? | -5 | 6% | 20% | ? | 9% | 1%
- CC(C)[C@H](NC(=O)c1cc2cc(Cl)ccc2n1C)C(=O)N1CCC(C(=O)O)CC1
→ -0.6 | ? | 5 | 6% | 4% | 3% | 0% | -3%
- CCN1C(c2ccccc2)C(C)C(=O)C(C)C1c1ccccc1 (stereo not given)
→ 1.1 | 3% | 22 | -4% | -14% | 1% | 6% | 0%
- COc1cc(NC(=O)Cc2cccs2)c(C(=O)O)cc1OC
→ -5.8 | -20% | 0 | -2% | -3% | -2% | 6% | 1%
- CCCC(=O)Nc1nnc(-c2ccc(Cl)s2)o1
→ 1.3 | -3% | 0 | -10% | -2% | 2% | -3% | -2%
- O=c1ccnc(SCn2nnc3ccccc3c2=O)[nH]1
→ -1.1 | -11% | nt | 6% | 6% | 9% | 3% | 0%
- COC(=O)CC/C(O)=C1/C(=N)CC(C)(C)CC1=O
→ -0.4 | 1% | -2 | -1% | 11% | -6% | 5% | 1%
- COc1ccc(CCn2c(C)c(C(C)=O)c3cc(OC(=O)c4ccco4)ccc32)cc1OC
→ 3.0 | 24µM* | 3 | 0% | 3% | 4% | -29% | 2%
- O=c1c2c3c(sc2n(CCN2CCCCC2)c(=O)n1Cc1ccco1)CCCCC3
→ -0.8 | -12% | nt | 4% | -2% | -13% | -11% | 0%

Next results follow.
canonical_smiles	CCT chaperon mod	PLK1 PBD block	PI5P4Ka inh	EPAC1 ag	EPAC1 antag	EPAC2 antag	WRN inhibitor	MmCpn inh
N#Cc1ccc(-n2nnc3ccccc3c2=O)c([N+](=O)[O-])c1	-0.5	-8%	0	8%	-3%	-1%	2%	nt
Cc1ccc(OCCC(=O)Nc2ccc(F)c(Cl)c2)cc1	0.4	-7%	1	0%	?	-7%	-8%	-1%
CCOC(=O)CC1=C(C(=O)OCC)C(c2ccc(C)o2)C(C#N)=C(N)O1 (stereo not given)	0.4	-25%	2	-3%	-11%	7%	-2%	-3%
COc1ccccc1C(=O)N1CCN=C1SCc1cccnc1	-1.7	-6%	0	3%	-3%	-7%	-2%	-1%
C=CCn1ccc2c([N+](=O)[O-])cccc2c1=O	-1.6	-12%	-5	13%	2%	-2%	-2%	-2%
CC(C)C[C@H]1COc2cc(Br)ccc2S(=O)(=O)N1	-1.3	-3%	6	-2%	21%	-2%	-3%	nt
COc1cc(C)ccc1S(=O)(=O)NC(=O)C1(C)CCN1C(=O)Cc1ccc(Cl)cc1Cl (stereo not given)	0.7	-5%	1	-1%	-4%	8%	2%[57.1 µM]	nt
Cn1c(CN2CCCCC2)c(C#N)c2ccccc21	-0.4	-14%	nt	7%	-5%	-8%	-3%	-1%
Cc1cc(-c2nnc(SCC(=O)c3ccc(F)cc3)o2)no1	1.8	-5%	1	5%	6%	0%	-8%	0%
CCc1cc(=O)oc2c(C)c(OCC(=O)NCCCn3ccnc3)ccc12	1.7	2%	-2	-6%	16%	4%	-4%	1%
CC(C)NC(=O)CSCc1ccccc1Cl	-4.2	-18%	-6	10%	-5%	-10%	2%	0%
N#CC1=C(N)N2C(=C(C#N)C13CCCCC3)SC1CCCCC12O (stereo not given)	0.7	-9%	nt	12%	-19%	-3%	-1%	0%
CCC(C)N(C(=O)CSc1nc(C)nc2ccccc12)C1CCS(=O)(=O)C1 (stereo not given)	-1.6	4%	1	8%	-15%	2%	-4%	-4%
Cc1ccc(Cl)cc1N1CCN(S(=O)(=O)c2ccc3[nH]c(=O)c(=O)[nH]c3c2)CC1	-2.8	-24%	-55*	1%	-17%	-10%	-15%	-1%

A section from the list above:
canonical_smiles	CCT chaperon mod	PLK1 PBD block	PI5P4Ka inh	EPAC1 ag	EPAC1 antag	EPAC2 antag	WRN inhibitor	MmCpn inh
CC(C)C[C@H]1COc2cc(Br)ccc2S(=O)(=O)N1	-1.3	-3%	6	-2%	21%	-2%	-3%	nt
COc1cc(C)ccc1S(=O)(=O)NC(=O)C1(C)CCN1C(=O)Cc1ccc(Cl)cc1Cl (stereo not given)	0.7	-5%	1	-1%	-4%	8%	2%[57.1 µM]	nt
Cn1c(CN2CCCCC2)c(C#N)c2ccccc21	-0.4	-14%	nt	7%	-5%	-8%	-3%	-1%
Cc1cc(-c2nnc(SCC(=O)c3ccc(F)cc3)o2)no1	1.8	-5%	1	5%	6%	0%	-8%	0%
CCc1cc(=O)oc2c(C)c(OCC(=O)NCCCn3ccnc3)ccc12	1.7	2%	-2	-6%	16%	4%	-4%	1%
CC(C)NC(=O)CSCc1ccccc1Cl	-4.2	-18%	-6	10%	-5%	-10%	2%	0%

PI5P4Ka inh, what is marked active above.
Compound	CCT chaperon mod	PLK1 PBD block	PI5P4Ka inh	EPAC1 antag	EPAC2 antag	WRN inhibitor	MmCpn inh
Cc1ccc(Cl)cc1N1CCN(S(=O)(=O)c2ccc3[nH]c(=O)c(=O)[nH]c3c2)CC1	-2.8	-24%	-55*	-17%	-10%	-15%	-1%

Only part of the results is shown. The share of hits here may be higher or lower than overall.
